# TRPM1 prom inh – reduces MITF-dependent TRPM1 promoter luciferase signal; SK-MEL-5 TRPM1 promoter luciferase, 24 h; 0.83% of 330,000 active; inhibition, % at 12.5 µM; AID 488899;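 active means mean inhibition across replicates of 60% or more, whatever share of single replicates reaches that level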; further: values of inactives mirror those of a sister screen read the other way
# Granule exo inh – blocks lytic granule exocytosis. TALL-104 LAMP-1 surface exposure, flow cytometry; cells stimulated with thapsigargin and PMA. inhibition, % at 10 µM. 0.66% of 360,000 active. AID 651702;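 active means inhibition above about 55%, limit read from the data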
# Vif inh – inhibitors of HIV Vif; HEK293T cells, Vif self-association by quenched fluorescence, imaging, 24 h; inhibition, % at 7.49 µM; 0.35% of 340,000 active; AID 602346; in the data active means inhibition above about 50%, passing the limit was not always enough; further: some results filed as inactive read as strong as hits
# Peg3 prom inh – reduces Peg3 promoter-driven luciferase expression in HeLa. HeLa PEG-Prom luciferase reporter, luminescence, overnight. inhibition, % at 20 µM. 1.7% of 360,000 active;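 active means inhibition of at least 50% at 20 µM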
# PDI inh – PDI (human) enzyme inhibition | inhibition, % at 10 µM | PDI insulin aggregation turbidity, A650, 90 min | 0.052% of 350,000 active;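 active means mean inhibition across replicates of 30% or more, whatever share of single replicates reach that level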;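 further: absorbance from insulin aggregation driven by PDI reduction with DTT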
# Target sequence (P07237 whole entry, looked up): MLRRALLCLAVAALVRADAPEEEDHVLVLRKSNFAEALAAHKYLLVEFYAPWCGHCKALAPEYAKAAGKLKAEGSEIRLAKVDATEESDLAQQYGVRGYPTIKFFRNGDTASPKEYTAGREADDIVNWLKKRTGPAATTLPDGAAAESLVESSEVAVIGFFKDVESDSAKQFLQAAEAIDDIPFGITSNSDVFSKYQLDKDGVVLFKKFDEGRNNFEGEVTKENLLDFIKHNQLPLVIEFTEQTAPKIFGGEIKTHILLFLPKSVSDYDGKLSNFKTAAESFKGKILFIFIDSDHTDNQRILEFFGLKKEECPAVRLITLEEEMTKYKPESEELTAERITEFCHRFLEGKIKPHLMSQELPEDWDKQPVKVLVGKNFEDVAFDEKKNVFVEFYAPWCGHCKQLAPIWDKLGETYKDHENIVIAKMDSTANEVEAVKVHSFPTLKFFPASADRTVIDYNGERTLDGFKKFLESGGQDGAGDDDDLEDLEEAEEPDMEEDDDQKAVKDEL
# NR2E3 ag-1 – agonists of human NR2E3 nuclear receptor. 0.35% of 360,000 active. inhibition of corepressor binding, % at 3.98 µM. AID 602229. Q9Y5X4. CHO-S Gal4-NCOR/VP16-NR2E3 two-hybrid, luciferase;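 active means inhibition above the mean of all tested compounds plus 3 SD, cut at about 70% in these data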;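 further: 0% = DMSO with NR2E3 transfected cells and 100% = cells lacking NR2E3 construct; higher means lower luciferase signal from less NR2E3 corepressor binding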
# Target sequence (Q9Y5X4 whole entry, looked up, the tested form may be a part): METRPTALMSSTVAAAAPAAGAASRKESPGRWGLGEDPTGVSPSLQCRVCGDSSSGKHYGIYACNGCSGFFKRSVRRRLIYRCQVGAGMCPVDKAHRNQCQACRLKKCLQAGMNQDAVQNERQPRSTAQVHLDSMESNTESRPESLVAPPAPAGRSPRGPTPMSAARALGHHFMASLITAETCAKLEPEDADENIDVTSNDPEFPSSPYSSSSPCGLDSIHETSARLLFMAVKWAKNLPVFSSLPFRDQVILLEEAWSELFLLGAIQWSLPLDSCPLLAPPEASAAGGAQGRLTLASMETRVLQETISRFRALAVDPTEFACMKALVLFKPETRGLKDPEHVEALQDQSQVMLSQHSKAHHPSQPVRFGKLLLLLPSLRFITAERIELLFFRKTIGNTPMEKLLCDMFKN
# HIF-2a block – blocks HIF-2a reporter activity; 786-0 RCC cells HIF-2a reporter, luciferase luminescence, overnight; inhibition, % at 18.8 µM; 0.72% of 360,000 active; AID 624352;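 active means inhibition of the luminescence signal of 40% or more relative to plate controls, in a single-dose primary screen at 18.75 µM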
# aDG glyco act – alpha-DG glycosylation activation; AID 624168; activation, % at 10 µM; Pro5-aDG cells, alpha-DG glycosylation AlphaScreen (IIH6); 0% Pro5, 100% B10-LARGE cell signal; 0.22% of 360,000 active;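 active means activation of at least 8% versus controls, or a plate z-score of at least 8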;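 further: Pro5 are CHO cells carrying HIG-tagged alpha-DG that lacks glycosylation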
# CaV13 FRET inh – Primary screen for inhibitors of IQ motif and Ca2+-dependent inactivation inhibitor domain binding in CACNA1D, Förster resonance energy transfer in living cells, …. HEK cells, CFP/YFP FRET ICDI-IQ, plate reader, 10 min; percent FRET-ratio fall versus neutral wells. inhibition, % at 12.3 µM. 0.098% of 340,000 active. AID 743397;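 active means mean replicate inhibition of at least 30% and at least 1% of replicates passing that level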;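 further: 0% = median of the neutral control wells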
# NR2E3 ag-2 – NR2E3 (human) agonism. AID 2300. 0.12% of 320,000 active. Q9Y5X4. inhibition of corepressor binding, % at 4.78 µM. GST-NR2E3/biotin-RetCOR TR-FRET, 1536-well;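 active means percent inhibition above the cutoff of mean plus 3 SD of all tested compounds, set per screening campaign, cut at about 20% in these data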;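 further: 0% = DMSO wells and 100% = biotin wells as full block of FRET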
#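 System: GST-tagged NR2E3 plus biotinylated RetCOR corepressor; Buffer or medium: pH 7.5 Tris-based buffer; Probe or stimulus: RetCOR corepressor, biotinylated, 7 nM; Doses: compound at 4.8 µM, single dose; Schedule: 5 h incubation at 4 °C; Technique: time-resolved FRET; Evaluation: percent inhibition of TR-FRET ratio; Replication: one well per compound, singlicate testing.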
# iPSC survival up – hiPSC single-cell survival enhancement; survival enhancement, % at 20 µM; 0.044% of 360,000 active; ATPlite luminescence; 100% = ROCK inhibitor wells, 0% = DMSO; AID 602274; in the data active means survival enhancement above about 18%;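 further: cells exposed to compounds for 16 hours before the ATP read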
# Active calls of the source: *; nt = not tested or not shown.
Molecule	TRPM1 prom inh	Granule exo inh	Vif inh	Peg3 prom inh	PDI inh	NR2E3 ag-1	HIF-2a block	aDG glyco act	CaV13 FRET inh	NR2E3 ag-2	iPSC survival up
COc1cccc(COC(=O)C2CCN(S(=O)(=O)c3ccc(F)cc3)CC2)c1OC	4	0	nt	4	4	-18	11	0.0	-12	nt	0.7
Cc1c(NS(=O)(=O)c2ccccc2)c(=O)n(-c2ccccc2)n1C	1	0	8	1	-7	-3	19	3.6	-4	0	2.4
Cc1cccc(N2CCN(C(=O)CCN3C(=O)C4C5C=CC(C5)C4C3=O)CC2C)c1 (configuration not stated)	0	-6	5	3	4	-1	-2	0.0	-4	1	-0.3
O=C(CSc1n[nH]c(=O)n1C1CC1)Nc1ccc(Cl)cc1Cl	-2	-4	nt	4	4	15	-7	-0.2	-4	nt	0.9
CCC(C)NC(=O)COc1ccccc1[N+](=O)[O-] (configuration not stated)	10	1	-3	-17	-18	-3	1	0.0	-5	-4	4.1
COc1ccccc1-c1ccc(SCc2ccccc2)nn1	-55	12	0	-193	7	-76	-250	0.1	-6	0	-0.5
O=S(=O)(NCCN1CCOCC1)c1cc(Cl)c(Cl)cc1Cl	0	1	-4	13	16	9	13	0.0	-5	0	0.6
CC(NC(=O)C(=O)NCc1cccs1)c1ccccc1 (configuration not stated)	-3	-1	-19	0	-5	-25	9	0.0	-4	1	-0.1
CCC1(c2ccccc2)NC(=O)N(CC(=O)Nc2ccccc2C(=O)N2CCCCC2)C1=O (configuration not stated)	4	-5	8	-21	12	-11	8	-0.4	-3	-3	-0.3
COc1ccc(CN2CCC2(C)C(=O)Nc2ccc(OC)c(OC)c2)cc1 (configuration not stated)	nt	-10	-11	-1	0	6	-3	-0.3	-14	nt	-1.2
Clc1ccc(-c2csc(N3CCSCC3)n2)cc1	-50	-1	32	-190	6	-9	-237	-0.5	4	4	-2.2
C=CCc1c(C)nc2cc(-c3ccc(C)cc3)[nH]n2c1=O	-9	9	2	-130	18	-130	-151	0.1	-5	-3	-0.1
Brc1ccc(CSc2ncnc3nc[nH]c23)cc1	-30	-3	20	-14	-1	10	-124	0.0	-6	3	-0.5
CC(OC(=O)C1CC1C)C(=O)Nc1ncc(Cl)cc1Cl (configuration not stated)	-1	-4	-11	-3	-2	-29	1	-0.1	-7	1	-0.3
N#CC1=C(N)OC2=C(CCc3ccccc32)C1c1ccccc1 (configuration not stated)	0	0	2	0	-15	-60	-35	-0.4	-5	-1	-1.5
CC(C)(C)c1ccc(C(=O)c2c[nH]c(C(=O)NCc3cccnc3)c2)cc1	-11	2	-17	-79	-12	22	-87	0.3	-4	1	-1.6
CC(=O)Nc1cccc(NC(C)=O)n1	-21	-3	4	2	6	-8	16	-0.2	-4	4	-2.9
Cc1ccc(-c2cn(CCN)c(-c3ccc(Cl)nc3)n2)cc1	9	8	17	13	2	-17	5	0.1	-5	1	-1.1
CCN1CCN(c2cc(C)c3cc(NC(=O)c4cnccn4)ccc3n2)CC1	nt	16	nt	-20	9	1	-79	0.0	-6	2	-1.8
COc1ccc(C(=O)NCc2ccc(C(=O)O)o2)cc1	2	-4	-4	5	2	-27	7	0.0	-4	0	0.8
O=C(COC(=O)c1cc([N+](=O)[O-])ccc1N1CCOCC1)Nc1c(Cl)cccc1C(F)(F)F	2	-4	nt	3	-1	13	20	0.1	nt	0	0.3
CCOC(=O)CC(NC(=O)Cn1nnc(-c2ccccc2F)n1)c1ccccc1Cl (configuration not stated)	16	-1	14	18	1	16	23	0.4	-5	2	-1.7
C=CCN1C(=O)CSc2ccc(C(=O)NCc3ccc(F)cc3)cc21	0	-14	-10	19	-4	-6	29	-0.2	-5	-2	-0.4
CC(=O)c1cc2ccc(O)cc2oc1=O	18	-4	-4	10	2	11	17	-0.2	33*	-2	-0.4
COC(=O)[C@H](Cc1ccccc1)NC(=O)c1cc(COc2c(F)cccc2F)on1	-49	-6	-2	-191	12	-112	-173	0.2	-14	-1	-0.5
Cc1ccc(NC(=O)COC(=O)C2CCC2)cc1S(=O)(=O)N1CCCCC1	-2	1	11	5	9	-4	18	-0.2	-2	1	0.8
COC(=O)C1CCN(C(=O)COc2ccc(Cl)cc2)CC1	-2	0	0	6	-6	-25	21	0.2	-5	-4	2.6
Cc1ccc(C)c(CN2C(=O)C(C)Oc3ccc(C)cc32)c1 (configuration not stated)	7	-2	1	18	10	7	25	0.7	-8	0	-1.9
Cc1ccccc1NC(=O)C1CC(=O)N(c2ccccc2F)C1 (configuration not stated)	-4	-2	-1	8	-7	-28	4	0.2	nt	2	-2.5
Cn1c(NC(=S)Nc2ccccc2)nc2ccccc21	0	-5	-1	-184	11	29	-178	0.0	-6	18	-2.3

# Exported with two lines to a compound: 2 of the compounds above
# Fields – TRPM1 prom inh, Granule exo inh, Vif inh, Peg3 prom inh, PDI inh, NR2E3 ag-1, HIF-2a block, aDG glyco act, CaV13 FRET inh, NR2E3 ag-2, iPSC survival up
> CC(NC(=O)C(=O)NCc1cccs1)c1ccccc1 (configuration not stated)
 : -3, -1, -19, 0, -5, -25, 9, 0.0, -4, 1, -0.1
> CCC1(c2ccccc2)NC(=O)N(CC(=O)Nc2ccccc2C(=O)N2CCCCC2)C1=O (configuration not stated)
 : 4, -5, 8, -21, 12, -11, 8, -0.4, -3, -3, -0.3

# Following part:
Molecule	TRPM1 prom inh	Granule exo inh	Vif inh	Peg3 prom inh	PDI inh	NR2E3 ag-1	HIF-2a block	aDG glyco act	CaV13 FRET inh	NR2E3 ag-2	iPSC survival up
Cc1ccn(CC(=O)N/N=C/c2cc([N+](=O)[O-])ccc2O)n1	4	0	9	21	1	-9	11	0.6	-3	-2	-1.3
O=C(COC(=O)/C=C/c1ccc(OC(F)F)cc1)NCCN1C(=O)CSC1=O	8	2	10	12	0	-12	17	0.0	5	-1	-0.4
CC(C)(C)C1CCC(=NNc2ncc(C(F)(F)F)cc2Cl)CC1 (configuration not stated)	9	-4	-2	9	1	-7	12	-0.1	-5	-4	-2.0
Cc1ccc(CN2CCN(/N=C/c3ccc(N(C)C)cc3)CC2)cc1	-8	3	2	9	16	-19	8	-0.3	-12	0	-0.4
Cc1ccccc1-c1cc2c(c3c1ccn3C)C1CCC2C1 (configuration not stated)	nt	0	nt	15	nt	-21	4	0.0	-9	nt	-0.5
COc1ccc(C2c3ccsc3CCN2C(=O)C(C)(C)C)cc1 (configuration not stated)	-8	22	-4	24	7	-20	24	-0.1	-5	1	0.4
COc1ccccc1NC(=O)Cn1c(C)cc(=O)c2cccc(OC)c21	nt	1	1	27	-72	3	1	1.0	-19	0	1.5
Cc1ccc(NC(=O)COc2ccccc2[N+](=O)[O-])nc1	-1	6	15	-62	11	-137	-131	0.2	-9	3	-1.3
CCCOC(=O)c1ccc(NC(=O)c2nc3nc(C)cc(C)n3n2)cc1	-12	7	0	0	-10	-7	-1	0.2	-4	-1	-0.5
CC1=NC2(CCCc3c2no[n+]3[O-])N(O)C1(C)C (configuration not stated)	1	1	3	0	4	-4	-6	0.0	nt	0	-0.6
CCN(CC)S(=O)(=O)c1ccc2[nH]c(=O)cc(C(=O)Nc3ccccc3N3CCOCC3)c2c1	-1	-12	5	8	1	-7	8	-0.2	-4	4	-2.2
CC(=O)Nc1cc(-c2ccc(Cl)cc2)[nH]n1	-27	-2	17	-149	-3	-40	-187	-0.1	-4	2	-2.9
CCCC1CCC(C(=O)Nn2cnc3ccccc3c2=O)CC1 (configuration not stated)	-24	-1	-1	-61	-2	-9	-51	0.0	nt	2	-0.6
Cc1cc2nc3n(c2cc1C)CC1CC(C(=O)NCC2CC2)N(C)C31 (configuration not stated)	-1	-8	0	-2	6	-10	-5	0.6	-5	0	2.4
CCNC(=O)C1CCCN(C(=O)c2ccc(OC)cc2)CC1 (configuration not stated)	nt	22	6	10	9	3	18	-0.1	-5	nt	-0.8
Cc1ccccc1OCC(=O)Nc1ccc(C(N)=O)cc1	4	-2	-5	-22	-3	-4	-21	0.0	-6	3	3.7
CCCc1cc(=O)n2[nH]c(NCc3ccc(Cl)cc3Cl)nc2n1	-2	1	-3	21	0	-30	18	-0.3	nt	-3	-1.5
O=C(Nc1cccc(C(=O)N2CCN(c3ccccc3)CC2)c1)c1ccco1	6	-2	16	4	3	3	7	0.2	-5	-3	-0.4
O=C(COC(=O)c1ccc2c(c1)C(=O)N(Cc1ccncc1)C2=O)Nc1ccccc1[N+](=O)[O-]	13	2	7	8	12	5	-4	-0.2	-9	1	-1.2
CC(C)(C)NC(=O)C(c1ccncc1)N(C(=O)CNC(=O)c1ccco1)c1ccc2c(c1)OCO2 (configuration not stated)	4	-1	7	2	-2	3	14	-0.1	-4	3	5.1
Cc1cc(C(=O)Cn2nc(C(=O)O)c3ccccc3c2=O)c(C)n1-c1ccc(OC(F)F)cc1	-3	5	-12	-4	1	-10	8	0.5	-6	-2	-0.9
CC(=O)Nc1ccccc1-c1nc2ccc(C(=O)N3CCN(c4ccccc4)CC3)cc2[nH]c1=O	-9	-2	-2	-2	4	-23	3	-0.2	-7	1	-1.1
Cc1nnc(NC(=O)c2ccc3ccccc3c2)s1	-93	26	-11	-325	-3	-23	-267	0.2	-5	0	-0.4
Cc1nc(N2CCN(S(=O)(=O)c3ccccc3C#N)CC2)c2c(-c3cccs3)csc2n1	14	-4	4	50	-8	-22	15	-0.1	-2	1	-0.5
Cc1nc2ccccc2n1C(C)c1ccccc1 (configuration not stated)	4	-2	2	5	-5	-20	16	-0.1	-19	4	-0.7
COc1ccc(NC(=O)CSc2nnc(NC(=O)c3ccc(S(=O)(=O)N4CCOCC4)cc3)s2)cc1	-5	-1	6	-14	1	-7	-23	-0.3	-5	-4	-2.1
Cc1ccc(C)c2nc(SCC(=O)N3CCCc4ccccc43)c(C#N)cc12	-8	-1	22	-5	-10	15	18	-0.2	-3	-4	-2.3
CCCCN(CCCC)C(=O)CN(C)S(=O)(=O)c1ccc2c(c1)n(C)c(=O)c(=O)n2C	10	3	-3	15	-13	-8	6	0.2	-8	1	1.7
Cc1ccc(S(=O)(=O)/N=C(/Nc2nc(C)cs2)c2ccccc2)cc1	2	-4	-19	2	0	11	9	0.1	-3	nt	-0.1
O=C(N/N=C1\CC2CC=CC12)c1ccc(O)cc1 (configuration not stated)	5	7	-11	5	12	-12	5	0.1	-2	-1	-0.6
Cc1ccc(C)c(C(=O)COC(=O)c2nn(C)c(=O)c3ccccc23)c1	9	4	0	8	-3	-31	0	0.3	-2	1	2.3

# Among those listed so far, two have a COOH group:
Molecule	TRPM1 prom inh	Granule exo inh	Vif inh	Peg3 prom inh	PDI inh	NR2E3 ag-1	HIF-2a block	aDG glyco act	CaV13 FRET inh	NR2E3 ag-2	iPSC survival up
COc1ccc(C(=O)NCc2ccc(C(=O)O)o2)cc1	2	-4	-4	5	2	-27	7	0.0	-4	0	0.8
Cc1cc(C(=O)Cn2nc(C(=O)O)c3ccccc3c2=O)c(C)n1-c1ccc(OC(F)F)cc1	-3	5	-12	-4	1	-10	8	0.5	-6	-2	-0.9
